Compound activity as filed in PubChem BioAssay.
S1P3 antagonist = antagonists of human S1P3 receptor | AID 485 | inhibition, % at 4.98 µM | 170,000 compounds, 0.27% hits | Q99500 | CHO S1P3 NFAT-BLA reporter, FRET fluorescence, antagonist mode;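 active = inhibition above the plate cutoff, the mean inhibition of test wells on that plate plus 3 SD, cut at about 28% in these data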;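 also: cells challenged with S1P at its EC80 of 0.8 µM; blue over green emission ratio from cleaved BLA substrate after 4 h stimulation; 0% = S1P-stimulated wells and 100% = unstimulated DMSO-only wells; some compounds past the cut are filed as inactive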
Target sequence (Q99500 whole entry, looked up): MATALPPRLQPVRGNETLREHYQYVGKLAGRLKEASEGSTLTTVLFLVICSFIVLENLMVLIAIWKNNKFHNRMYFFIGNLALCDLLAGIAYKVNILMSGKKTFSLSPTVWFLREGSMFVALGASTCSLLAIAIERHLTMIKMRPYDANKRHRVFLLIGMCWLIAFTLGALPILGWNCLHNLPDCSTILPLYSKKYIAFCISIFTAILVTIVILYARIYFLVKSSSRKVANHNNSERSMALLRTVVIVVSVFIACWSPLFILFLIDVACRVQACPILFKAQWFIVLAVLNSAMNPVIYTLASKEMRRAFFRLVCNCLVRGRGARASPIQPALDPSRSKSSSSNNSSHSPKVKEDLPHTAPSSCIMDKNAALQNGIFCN
ROMK primary = modulators of human ROMK potassium channel. B-score at 10 µM. 130,000 compounds, 2% hits. Tet-inducible ROMK, thallium flux fluorescence; actives lie on both sides;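 active = signal ratio slope over the read window, or its plate-corrected B-score, at least 3 SD from the plate mean, either direction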;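 also: B-score of the F/F0 ratio slope over 7 to 12 s after thallium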
Target sequence (P48048 whole entry, looked up): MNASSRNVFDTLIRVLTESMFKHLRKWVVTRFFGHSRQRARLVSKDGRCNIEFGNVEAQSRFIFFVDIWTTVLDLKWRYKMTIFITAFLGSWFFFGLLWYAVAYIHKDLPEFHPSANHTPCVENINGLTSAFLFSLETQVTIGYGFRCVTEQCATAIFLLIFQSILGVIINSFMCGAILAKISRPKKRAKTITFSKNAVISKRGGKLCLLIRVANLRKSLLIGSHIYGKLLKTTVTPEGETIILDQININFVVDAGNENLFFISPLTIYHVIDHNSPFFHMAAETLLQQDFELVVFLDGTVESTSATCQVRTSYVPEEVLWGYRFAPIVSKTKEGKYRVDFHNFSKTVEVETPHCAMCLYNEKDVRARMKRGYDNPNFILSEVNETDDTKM
Active calls of the source: *; nt = not tested or not shown. Not all compounds are listed; the hit share may differ from the screen's.

SMILES	S1P3 antagonist	ROMK primary
CCNC(=S)Nc1cccc(S(=O)(=O)Nc2ccccc2OC)c1	-8.1	nt
COc1cccc(C2C3=C(N=c4s/c(=C\c5ccc(OCC(=O)O)cc5)c(=O)n42)c2ccccc2CC3)c1 (stereo not drawn)	15.6	nt
CC(C)(C)C(=O)Nc1c(Cl)cccc1OC(F)(F)F	-0.5	nt
CC(/C=C1\SC(=S)N(CCC(=O)Nc2nc(C)cs2)C1=O)=C\c1ccccc1	-4.4	nt
S=c1[nH]nc(-c2ccncc2)n1/N=C/c1ccccc1Cl	-9.8	nt
COc1ccc(OCC(O)CNS(=O)(=O)c2cccc(Cl)c2)cc1 (stereo not drawn)	-7.8	nt
NS(=O)(=O)c1cccc(NC(=O)CSc2nc3nc(-c4cccs4)cc(C(F)(F)F)c3c(=O)[nH]2)c1	-2.5	nt
Cc1[nH]c2ccccc2c1C(=O)CSc1nccc(=O)[nH]1	-5.9	nt
Fc1ccc(Cn2cc(C(=S)N3CCOCC3)c3ccccc32)cc1	12.9	nt
Cc1ccc(NC(=O)N(CCC#N)Cc2ccccc2)cc1	-9.8	nt
Cn1c(=O)c([N+](=O)[O-])c(-n2cnc3ccccc32)c2ccccc21	6.1	nt
O=c1[nH]oc2cc(Cl)ccc12	9.7	nt
COc1ccc(CCn2c(=N)c(C#N)cc3c(=O)n4ccccc4nc32)cc1	nt	0.224
Cc1nc(Nc2ncc3c(n2)CCCC3=O)nc2ccccc12	nt	0.375
COc1ccc(/C(O)=C2/C(=O)C(=O)N(CCCN(C)C)C2c2ccco2)cc1Cl (stereo not drawn)	nt	-0.0222
CCOC(=O)c1cc2c(=O)n3cccc(C)c3nc2n(CCc2ccccc2)c1=N	nt	0.647
COc1ccc(OC)c(C2/C(=C(/O)c3cnn(-c4ccccc4)c3C)C(=O)C(=O)N2CCN(C)C)c1 (stereo not drawn)	nt	0.659
COc1cc(C2C(C#N)=C(N)Oc3cc(C)n(Cc4ccccn4)c(=O)c32)cc2c1OCO2 (stereo not drawn)	nt	0.834
Cc1nccn1-c1cc(C(C)C)c(C#N)c2nc3ccccc3n12	nt	0.783
Cc1c(O)c(CN2CCCC(C)C2)cc2c3c(c(=O)oc12)CCC3 (stereo not drawn)	nt	1.25
COc1ccc(C2C3=C(CC(C)(C)CC3=O)Nc3nc(C)nn32)cc1OC (stereo not drawn)	5.3	-0.261
CN(C)c1ccc(/C=N/NC(=O)c2ccccn2)cc1	3.7	0.19
Nc1c(C(=O)N/N=C/c2ccccc2Cl)oc2nc(-c3ccccc3)cc(-c3ccco3)c12	-12.6	-2.46
Cc1cccn2c(=O)c3cc(S(=O)(=O)c4ccccc4)c(=N)n(CC4CCCO4)c3nc12 (stereo not drawn)	-4.1	0.0801
Cc1c(NC(=O)c2cc(-c3ccccc3O)on2)c(=O)n(-c2ccccc2)n1C	-10.3	-0.687
O=C1CS/C(=N/N=C/c2ccco2)N1Cc1ccc(F)cc1	0.2	-0.91
CC1=C/C(=C\C=C(C#N)C#N)N(C)c2ccccc21	13.9	-3.99*
CSc1nc(SC(C)C(=O)O)c2c3c(sc2n1)COC(C)(C)C3 (stereo not drawn)	-8.3	0.504
O=C(Nc1ccccc1Cl)c1csc(-c2cccnc2)n1	3.9	5.18*
O=C(Nc1nccs1)c1cccc(NC(=O)C(F)(F)F)c1	-4.8	-0.21
O=C(c1ccccc1)N1CCN(c2ccc([N+](=O)[O-])cc2-n2cccc2)CC1	1.4	-0.798
O=C(c1ccc(F)cc1)N1CCN2C(=O)c3ccccc3C12c1ccccc1 (stereo not drawn)	-6.6	-0.31
Cc1ccc(C2c3c(oc4ccccc4c3=O)C(=O)N2c2nncs2)cc1 (stereo not drawn)	6.9	0.273
C=CCc1cccc2cc(C(=O)NNC(=O)CC#N)c(=O)oc12	-5.4	0.302
CS(=O)(=O)N(Cc1ccc(Cl)cc1)c1ccc(C(=O)NCc2ccccn2)cc1	-11.1	-0.512
CC(=O)Nc1ccc(-c2csc(N/N=C(/C)c3ccccc3)n2)cc1	5.8	0.594
CCOc1ccc(N2CSC(=S)N(c3ccc(OCC)cc3)C2)cc1	-1.8	-0.0259
Fc1ccc(-c2cc(C(F)(F)F)nc(-n3cccn3)n2)cc1	5.2	1.19
CCC1C(C#N)=C(SCC(N)=O)NC2=C1C(=O)CC(C)(C)C2 (stereo not drawn)	4.3	-0.0336
O=C(CCCO)NNc1c2ccccc2nc2ccccc12	-2.5	-0.489
O=C(Cn1cncn1)N/N=C/c1ccccc1Cl	-3.6	1.14
Cc1cc(NC(=O)OC(C)C)ccc1-c1ccc(NC(=O)OC(C)C)cc1C	0.8	0.938
CCN(CC)C(=O)Cc1c(O)c2ccccc2[nH]c1=O	3.9	0.821
CC1=Nc2ccccc2N=C(NC(=O)CSC(=S)N2CCCCC2)C1c1ccccc1 (stereo not drawn)	-0.7	-0.733
S=c1[nH]c(-c2ccccc2)cn1/N=C/c1cccnc1	1.0	0.17
Oc1ccc(/C=N/Nc2ncnc3nc[nH]c23)cc1	-2.2	0.88
COc1ccccc1C1CCN(C(=O)c2cccs2)CC1	-2.5	0.29
Cc1cc(C(=O)NN)n[nH]1	3.1	-0.485
Cc1ccc2cc(NC(=O)c3cccc(F)c3)ccc2n1	4.9	0.0582
O=C(CSc1nnc(-c2ccc(C(F)(F)F)cn2)o1)Nc1cccc(Cl)c1	-5.8	0.318
CNC(=S)NNC(=O)c1c(C)nc2cc(C)ccn12	7.9	-0.135
O=[N+]([O-])c1ccc(N=Nc2c(Cl)cc(O)cc2Cl)cc1	2.9	-8.77*
Cc1cccc(-n2c(C)cc(/C=C3\NC(=O)NC3=O)c2C)c1	6.8	0.783
COCCCNC(=S)NNC(=S)Nc1ccc(OC)cc1	8.1	-0.544
Cn1nc(Cc2n[nH]c(=S)n2C)c2ccccc2c1=O	6.1	-0.0499
COC(=O)c1scc(C#N)c1N/N=C(\C#N)S(=O)(=O)c1ccc(Cl)cc1	-16.1	-1.15
CCOC(=O)C1=C(C)NC(SC)=C(C#N)C1CC(C)C (stereo not drawn)	9.0	2.5*
O=P(O)(O)c1cc(-c2ccccc2)oc1-c1ccccc1	3.4	0.437
C/C(=N\NC(=O)C(=O)Nc1c(C)n(C)n(-c2ccccc2)c1=O)c1ccncc1	-1.0	0.0224
CCCCOc1ncnc2c1[nH]c1ccc(C)cc12	10.0	-0.0245

Four of the compounds above, with bars between the fields:
SMILES | S1P3 antagonist | ROMK primary
COc1ccccc1C1CCN(C(=O)c2cccs2)CC1 | -2.5 | 0.29
O=C(CSc1nnc(-c2ccc(C(F)(F)F)cn2)o1)Nc1cccc(Cl)c1 | -5.8 | 0.318
CCCCOc1ncnc2c1[nH]c1ccc(C)cc12 | 10.0 | -0.0245
Cn1nc(Cc2n[nH]c(=S)n2C)c2ccccc2c1=O | 6.1 | -0.0499

Following part:
SMILES	S1P3 antagonist	ROMK primary
COc1ccc2[nH]cc(C(O)CN3CCN(c4ccccc4F)CC3)c2c1 (stereo not drawn)	-9.9	-0.149
C=CCN1C(=O)C(C)NC1=S (stereo not drawn)	6.3	0.0496
COC(=O)CNC(=O)CSc1ccccn1	7.4	0.681
CC(C)n1c(C(F)(F)F)nc2cc(C(=O)N3CCC(O)CC3)ccc21	2.8	1.29
N=c1ccn(Cc2ccc(F)cc2)cc1	-3.4	0.913
CCc1nc(C)cc2c1sc1ccccc12	0.6	0.72
O=C(c1c(F)cccc1F)N1CCN=C1SCc1ccccc1	6.9	-1.03
CN(C)n1cccc1/C=C(\C#N)S(=O)(=O)c1cccc(Cl)c1	5.9	0.686
Cc1ccc(S(=O)(=O)Nc2cc(=O)[nH]c(SCC(=O)Nc3cccc(C)c3)n2)cc1	9.3	0.42
CC(=O)ONC(=Nc1ccccc1)c1nonc1N	0.0	-0.0946
CCN(CC)C(=O)c1cccc2nc3ccccc3nc12	-2.3	0.117
CC(C)OC(=O)/C(C#N)=C/c1cn(C)c2ccccc12	-5.7	1.21
Cc1cc(/C=C2\SC(=S)N(C)C2=O)c(C)n1-c1ccc(O)cc1	8.0	-1.29
O=C(O)CC1(CC(=O)NCc2ccc(-c3cccs3)cc2)CCCCC1	-3.4	-0.231
C=CCc1ccccc1OCC(O)CNC(=O)c1ccccc1C(=O)O (stereo not drawn)	3.7	0.517

An excerpt from above in order of molecular weight, low to high:
SMILES	S1P3 antagonist	ROMK primary
CC(C)OC(=O)/C(C#N)=C/c1cn(C)c2ccccc12	-5.7	1.21
S=c1[nH]c(-c2ccccc2)cn1/N=C/c1cccnc1	1.0	0.17
Cc1nc(Nc2ncc3c(n2)CCCC3=O)nc2ccccc12	nt	0.375
CCOC(=O)c1cc2c(=O)n3cccc(C)c3nc2n(CCc2ccccc2)c1=N	nt	0.647
NS(=O)(=O)c1cccc(NC(=O)CSc2nc3nc(-c4cccs4)cc(C(F)(F)F)c3c(=O)[nH]2)c1	-2.5	nt

New compounds follow:
SMILES	S1P3 antagonist	ROMK primary
CCON1C(=O)C(C)(C)N(OCC)C(=O)C1(C)C	-17.5	0.0667
Cc1ccc(NC(=O)CSc2nnc([C@H](C)NC(=O)OC(C)(C)C)o2)c(C)c1	-0.3	1.31
Fc1c(CSC(=S)N2CCOCC2)cccc1CSC(=S)N1CCOCC1	4.6	-0.306
CC(C)c1nc2scc(-c3ccc(Cl)cc3)c2c(=O)n1N	12.1	-0.804
Clc1ccc(-c2nc(-c3cnccn3)no2)cc1	-4.6	-2.08
Brc1ccc2oc(-c3ccn[nH]3)cc2c1	-0.1	0.288
COc1ccc(OC)c(/C=N/Nc2cc(C)nc(N3CCOCC3)n2)c1	8.1	0.207
NC(=S)NNC(=O)c1cc(C(F)(F)F)cc(C(F)(F)F)c1	-3.5	0.685
O=C(CN1C(=O)c2ccccc2S1(=O)=O)c1ccc(F)cc1	7.4	-0.781
Nc1ncccc1OCc1ccc(Cl)c(Cl)c1	-6.9	-0.232
CCOC(=O)c1cnn(-c2ncnc3c2cnn3C)c1N	2.8	0.776
COc1ccccc1NC(=O)c1cc2c(=O)n(C)c3ccccc3c2n1C	1.6	-0.153
Cc1ccc(CNC(=O)C(Cc2ccccc2)n2cccc2)cc1 (stereo not drawn)	-18.3	-1.3
O=C1NCCC/C1=N\Nc1ccc(Br)cc1	12.3	0.969
NNC(=O)c1cc(-c2ccccc2)sc1N	-17.9	-0.748
CC(C)c1ccc(/C=N/n2cnnc2)cc1	1.3	-0.0461
CC(C)(CC(=O)O)CC(=O)Nc1ccc(Cl)c(Cl)c1	0.7	0.143
CCCCCCCc1nc2sc3c(c2c(=O)n1N)CC(C)(C)OC3	-0.4	0.287
Cc1cccc(C)c1Nc1c(-c2ccc(N3CCOCC3)cc2)nc2cnccn12	5.1	0.604
N#CC(C#N)=NNc1ccc([N+](=O)[O-])cc1	15.1	-1.29
Cc1[nH]c2ccccc2c1CN1CCN(c2ccccn2)CC1	8.8	-3.67*
Cn1cccc1/C=N/NC(=O)CSc1nc2ccccc2n1C	-1.6	0.08
CC1=NN(C(=O)c2ccco2)C(O)(c2ccccc2)C1 (stereo not drawn)	-7.2	-0.354
COc1ccc(C(NC(=O)C(C)C)c2ccc3cccnc3c2O)cc1 (stereo not drawn)	5.0	0.811
C=CCN(c1ccccc1C(=O)O)S(=O)(=O)c1ccc(NC(=O)OC)cc1	-3.8	-0.55
O=C(NCCOc1ccccc1)C(=O)c1c[nH]c2ccccc12	11.6	0.973
COc1ccc(C2CC(=O)C=C(NCc3ccc4c(c3)OCO4)C2)cc1 (stereo not drawn)	-10.5	1.04
O=C(NCC1CCCO1)c1cc(-c2ccccc2)nc2ccccc12 (stereo not drawn)	-2.2	-1.69
Nc1ccc([N+](=O)[O-])cc1C(=O)NNC(=O)c1ccco1	-9.7	-0.229
CCC(C)c1ccccc1NC(=O)c1cc2cccc([N+](=O)[O-])c2[nH]1 (stereo not drawn)	5.8	0.0236

In the list so far, 2 contain a tert-butyl group:
SMILES	S1P3 antagonist	ROMK primary
CC(C)(C)C(=O)Nc1c(Cl)cccc1OC(F)(F)F	-0.5	nt
Cc1ccc(NC(=O)CSc2nnc([C@H](C)NC(=O)OC(C)(C)C)o2)c(C)c1	-0.3	1.31

(more compounds)
SMILES	S1P3 antagonist	ROMK primary
CC(NC(=O)C(Cc1ccccc1)n1cccc1)c1ccccc1 (stereo not drawn)	-5.5	-0.376
CCCCN(Cc1ccccc1)S(=O)(=O)c1ccc2c(c1)n(C)c(=O)c(=O)n2C	-6.1	2.96
CC1CCCCC12NC(=O)N(Cc1cc(=O)n3ccsc3n1)C2=O (stereo not drawn)	-9.0	-0.855
O=C(O)c1cccc2c(-c3ccccc3)c(-c3ccccc3)[nH]c12	-1.9	1.41
c1ccc2c(c1)Nc1ccncc1S2	11.6	-1.25
O=C(CN1C(=O)c2ccccc2C1=O)Nc1nccs1	4.4	-0.013
Nc1nn2cc(-c3ccc(Br)cc3)nc2c2ccccc12	12.6	-0.743
O=C(NC(=S)Nc1ccccc1N1CCN(C(=O)c2ccccc2)CC1)c1cccs1	2.5	0.416
Cc1[nH]ccc(=O)c1OCC(=O)O	-0.2	1.02
COc1ccc([N+](=O)[O-])c(S(=O)(=O)c2ccccc2)n1	-9.9	0.915
O=C(COC(=O)C(O)C(O)C(=O)OCC(=O)c1ccc(C(F)(F)F)cc1)c1ccc(C(F)(F)F)cc1 (stereo not drawn)	3.7	0.405
CCn1ccnc1CNC(=O)CC1C(=O)NCCN1Cc1ccc(OC)cc1OC (stereo not drawn)	-7.5	-0.871
CC(C)(C)c1ccc(-c2noc(C(=O)NN)n2)cc1	-7.6	-0.842
COc1ccc(CCn2c(-c3ccc(OC)cc3)nc3c(c(=O)c4ccccc4n3C)c2=O)cc1	5.0	0.0583
Cc1ccc(S(=O)(=O)N2CCCN(C(=O)OC(C)(C)C)CC2)cc1	3.7	-0.901
CCNC(=S)NNc1ccccc1	-1.3	-0.439
CC1(C)C2CCC1(C)C(OC(=O)CNc1ccccc1)C2 (stereo not drawn)	0.8	0.408
